# AmpC inh detg: blocks E. coli AmpC beta-lactamase in detergent assay | P00811 | AmpC hydrolysis of nitrocefin, absorbance 480 nm, 0.01% Triton | Potency, µM (titrated, usually from 114 µM), for inactives: at the highest dose activity change, negative = inhibition, most hits filed as inhibitors | hit rate 0.041% among 370,000;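 further: potency means the concentration at half of the fitted maximal effect; 0% = no-compound wells and -100% = no-enzyme wells; nearly all actives have a fitted effect of over 25% in size; some results filed as inactive show a strong effect at the top dose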
# Target sequence (P00811 whole entry, looked up): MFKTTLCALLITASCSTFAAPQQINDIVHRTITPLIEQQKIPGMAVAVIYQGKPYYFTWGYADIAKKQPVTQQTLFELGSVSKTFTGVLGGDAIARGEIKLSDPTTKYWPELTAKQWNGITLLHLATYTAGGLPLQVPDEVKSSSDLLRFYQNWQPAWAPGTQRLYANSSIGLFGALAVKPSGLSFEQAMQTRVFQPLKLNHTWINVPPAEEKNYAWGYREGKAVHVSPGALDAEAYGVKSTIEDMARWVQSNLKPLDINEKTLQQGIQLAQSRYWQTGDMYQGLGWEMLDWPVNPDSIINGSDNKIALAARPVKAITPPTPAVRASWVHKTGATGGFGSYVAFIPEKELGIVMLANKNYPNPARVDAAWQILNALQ
#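 20 mM phosphate pH 7.0 + 0.01% (detergent screen) or 0.0001% Triton X-100; 5.3 nM AmpC reagent; cpd preinc 15 min RT; nitrocefin (800 uM stock) to start; A480 q20 s × 4 min; Activity was normalised to no-enzyme and no-compound control wells.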
# AmpC no deterg: AmpC beta-lactamase inhibition without detergent | P00811 | AmpC nitrocefin hydrolysis, absorbance 480 nm, 0.0001% Triton | Potency, µM (series often up to 57.1 µM), without a hit: top-dose activity change, negative = inhibition, hits mostly inhibitors | hit rate 0.52% among 330,000;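 further: potency means the concentration at half of the fitted maximal effect; plate controls were no compound for no effect and no enzyme for full effect; nearly all actives have a fitted effect of over 20% in size; some results filed as inactive show a strong effect at the top dose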
#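 20 mM phosphate pH 7.0 + 0.01% (detergent screen) or 0.0001% Triton X-100; 5.3 nM AmpC reagent; cpd preinc 15 min RT; nitrocefin (800 uM stock) to start; A480 q20 s × 4 min; Activity was normalised to no-enzyme and no-compound control wells.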
# CHX counter: counter-screen hit for Shiga toxin inhibitors, cycloheximide; cell reporter, cycloheximide protein synthesis inhibition counterscreen; max response, %; hit rate 12% among 300,000; AID 2314; in the data active means max response mostly above about 13%, no sharp cut-off; inactive means mostly below about 14%; further: read at 38.3 µM for the half of the compounds with a filed dose; 0% is about no effect
# FBPA Giardia inh: Giardia lamblia aldolase inhibition | A8B2U2 | hit rate 0.71% among 290,000 | purified Giardia FBPA | Potency, µM (doses to about 59.6 µM), without a hit: at the highest dose activity, negative = inhibition, most hits filed as inhibitors; further: potency means the concentration at half of the fitted maximal effect; on the % scale 0 is the no-effect control and ±100 the full control effect; nearly all actives have a fitted effect of over 55% in size
# Target sequence (A8B2U2 whole entry, looked up): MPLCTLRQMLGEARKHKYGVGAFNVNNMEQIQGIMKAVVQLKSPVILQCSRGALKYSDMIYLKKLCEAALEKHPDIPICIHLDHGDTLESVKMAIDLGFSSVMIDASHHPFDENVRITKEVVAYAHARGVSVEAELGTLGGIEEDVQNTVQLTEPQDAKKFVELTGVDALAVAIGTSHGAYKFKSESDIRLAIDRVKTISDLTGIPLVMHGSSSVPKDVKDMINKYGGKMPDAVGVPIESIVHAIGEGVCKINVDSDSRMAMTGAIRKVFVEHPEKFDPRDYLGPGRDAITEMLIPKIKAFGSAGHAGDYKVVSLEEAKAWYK
#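 40 nM FBPA preincubated 10 min at RT with compound (up to 57.5 uM final), then substrate plus GAPDH/TPI/NAD/arsenate coupling and diaphorase/resazurin added. Fluorescence read after 20 min at RT, 525/598 nm.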
# AMA1 RON2 block: disrupts binding of P. falciparum AMA1 to RON2; AlphaScreen AMA1-biotinylated RON2 peptide binding; Potency, µM (doses to about 58.2 µM), for inactives: at the highest dose activity change, negative = inhibition, hits mostly inhibitors; hit rate 0.2% among 360,000;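 further: potency means the concentration at half of the fitted maximal effect; 0% = vehicle wells and -100% = peptide control; nearly all actives have a fitted effect of over 45% in size; some results filed as inactive show a strong effect at the top dose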
#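 AMA1 (3D7) with his tag at 25 nM final met compounds first, then biotinylated RON2 peptide at 25 nM; detection used donor plus acceptor beads, 10 µg/mL apiece, read by AlphaScreen after 30 min at room temperature.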
# Shiga inhibitor: Shiga toxin inhibition; Vero cells, Shiga toxin protein synthesis inhibition reporter; inhibition, % at 38.7 µM; hit rate 9.2% among 290,000; in the data active means inhibition mostly above about 28%, no sharp cut-off; inactive means mostly below about 43%; further: 0% is about no effect
# HCMV inh: inhibitors of human cytomegalovirus. activity change, negative = inhibition, % at 57.5 µM. hit rate 4.5% among 410,000. HFF cells, HCMV-luciferase reporter, 72 h; active compounds read low; in the data active means activity change below about -60%; inconclusive means no clear call, values can overlap the other calls; inactive means above about -39%; further: on the % scale 0 is the no-effect control and ±100 the full control effect
#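 Compounds were evaluated in HFFs infected with an HCMV luciferase reporter virus (MOI 1 PFU/cell). Luciferase in lysates collected 72 h post infection served as the replication measure.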
# Numbers without * were called inactive; ? = inconclusive; · = no result given; & = joins results of further samples; [ ] = dose if it differs, or a comment. Unless noted, the call rests on the fitted dose curve; in most records, active means well fitted curve in the direction sought with a large enough effect; inconclusive means small, poorly fitted or top-dose-only effect, or another doubt; inactive means no such curve, though single readings can be large; an effect the other way counts as inactive or inconclusive.
# Value order – AmpC inh detg	AmpC no deterg	CHX counter	FBPA Giardia inh	AMA1 RON2 block	Shiga inhibitor	HCMV inh
Cc1nn(C)c(C(=O)Nc2ccn(C34CC5CC(CC(C5)C3)C4)n2)c1[N+](=O)[O-]
    -5%	-30%	-2	-10%	?	-1	-62*
NC(=O)c1ccsc1NC(=O)CS(=O)(=O)c1ccc(F)cc1
    ?	-32%	·	·	20%	·	-9
COc1ccc([C@@H]2CC=C(C(=O)O)[C@H](c3ccc(Br)cc3)N2S(=O)(=O)c2ccccc2C)cc1
    ·	-26%	·	·	-5%	·	4
Cc1csc(NC(=O)c2cnc3ccccc3n2)n1
    ?	-8%	8.4*	-18%	24%	22	-30
COc1ccc(C(=O)NC2CCCN(Cc3ccccc3F)C2)c(OC)c1OC (stereo not drawn)
    -8%	56%	-1	7%	13%	·	17
COc1cccc(/C=C/C(=O)NCc2ccc(S(N)(=O)=O)cc2)c1
    8%	-29%	6	0%	-5%	10	25
COc1ccccc1C1C(C#N)=C(N)Oc2cc(C)n(CCCn3ccnc3)c(=O)c21 (stereo not drawn)
    1%	-10%	6	?	-8%	-12	59
Cc1cc(C(=O)OCC(=O)NC(C)C)c(C)o1
    -14%	-10%	-4	1%	-4%	-14	72
Cc1ccc(SC[C@H](Cc2ccccc2)N2CC[C@@H](C)CCC2=O)cc1
    -11%	2%	-3	11%	3%	-9	28
CCOC(=O)Cc1[nH]nc2c1C(c1ccoc1)C(C#N)=C(N)O2 (stereo not drawn)
    -3%	-16%	-2	-25%	39%[activator]	14	-13
Cc1noc(C)c1NC(=O)Nc1cccc2c1O[C@H](CN(C)C(=O)Nc1ccccc1)[C@@H](C)CN([C@H](C)CO)C2=O
    ·	-7%	·	·	12%	·	2
O=C(c1ccc(F)cc1)N(Cc1ccccc1)C1CCS(=O)(=O)C1 (stereo not drawn)
    -14%	8%	-1	17%	-8%	1	-7
CNC(=O)n1cc(C)c(-c2cccs2)n1
    -11%	-11%	8	5%	-4%	7	29
Cc1ccc(N2CC(C(=O)Nc3ccc(S(=O)(=O)N4CCOCC4)cc3)CC2=O)cc1Cl (stereo not drawn)
    ?	-2%	·	·	-8%	·	0
N[C@@H](Cc1ccccc1)C(=O)N1CCC(C(=O)N[C@@H](Cc2c[nH]c3ccccc23)C(=O)O)CC1
    -7%	-12%	-3	0%	4%	3	51
COc1ccc(NC(=O)c2cccs2)cc1NC(=O)c1ccco1
    ?	-27%	-4	-1%	-18%	-26	1
COc1cc(OC)c(-c2nc(-c3ccncc3)no2)cc1OC
    -8%	-3%	9	7%	-6%	-7	-16
Clc1ccccc1C(c1ccccc1)(c1ccccc1)n1cccn1
    ·	·	-1	-4%	·	20	·
CSc1ccccc1NC(=S)N/N=C/c1cccn1Cc1ccc(F)cc1
    15%	-27%	7	-1%	-23%	21	-22
CCCOC(=O)c1[nH]c2c(c1C)C(=O)CC(c1ccc(OC)c(OC)c1)C2 (stereo not drawn)
    ?	-8%	-2	3%	4%	6	?
COc1ccc(C(=O)O/N=C(\N)c2ccc(OC)c(OC)c2)c(OC)c1
    -7%	61%[activator]	48*	-1%	2%	93*	·
CSc1ccccc1NC(=O)CN(C)C(=O)C1CC(=O)N(C(C)c2ccccc2)C1 (stereo not drawn)
    -5%	20%	·	·	10%	·	-15
CC(Sc1ncn[nH]1)C(=O)Nc1ccc(Cl)cn1 (stereo not drawn)
    ?	-9%	·	·	24%	·	-35
Cn1c(=O)c2cc(S(=O)(=O)Nc3cc(C(=O)O)cc(C(=O)O)c3)ccc2n(C)c1=O
    -1%	-18%	2	10%	2%	1	6
CCN1CCN(Cc2ccc(NC(=O)c3cc(NC(=O)c4cc(C)on4)cc(OC)c3)cc2C(F)(F)F)CC1
    -12%	121%[activator]	-3	-9%	-7%&-15%	-8	-29
O=C(COC(=O)c1cc(=O)[nH]c2ccccc12)Nc1nc(-c2ccccc2)cs1
    -7%	-31%	12	2%	-7%	0	75
O=C(COC(=O)/C=C/c1ccc(S(=O)(=O)N2CCOCC2)cc1)NCc1ccc2c(c1)OCO2
    ?	0%	-1	1%	9%	-7	16
COC(=O)CNC(=O)C1(C)C=CCN1C(=O)c1ccccc1 (stereo not drawn)
    ?	-18%	40*	5%&2%	6%	94*	30
Cc1cc(C)c(C#N)c(SCC(=O)Nc2cc(C)on2)n1
    ·	-9%	·	·	-11%[11.6 µM]	·	22
Cc1ccc(-n2c3nc(=O)n(C)c(=O)c-3cc3ccccc32)cc1
    -14%	-33%	-4	8%	-2%	-8	-14

# New compounds follow.
# Value order – AmpC inh detg	AmpC no deterg	CHX counter	FBPA Giardia inh	AMA1 RON2 block	Shiga inhibitor	HCMV inh
CCCOc1ccc(C(C)=O)cc1CC(C(=O)OCC)C(=O)OCC
    -3%	41%	-2	1%	3%	-13	22
Cc1ccc2c(c1)C(c1ccc(F)cc1)N(C(=O)c1ccccc1Br)CC(=O)N2 (stereo not drawn)
    -16%	-31%	-3	7%	13%	-1	-12
CCOC(=O)N1CCN(C(=O)CNC(=O)c2nn(-c3ccc(OC)cc3)c(=O)c3ccccc23)CC1
    -12%	67%[activator]	18*	3%	-11%	21	47
O=C(Nc1nccs1)C1CC(=O)N(CCc2ccc(F)cc2)C1 (stereo not drawn)
    6%	-18%	-6	1%	18%	-7	-62*
COc1ccccc1C(=O)NC1CC(C)(C)NC(C)(C)C1
    ?	-10%	-1	-10%	11%	-9	-2
CC1Sc2ccc(S(=O)(=O)CCC(=O)Nc3ccccn3)cc2NC1=O (stereo not drawn)
    ?	-28%	2	10%	7%	-3	-8
O=[N+]([O-])c1cccc(CN2CCN(c3cccc4[nH]ccc34)CC2)c1
    1%	49%	0	1%	-15%	-3	?
CCOC(=O)C1CCN(S(=O)(=O)c2cc(Cl)c(C)cc2OC)CC1
    -13%	172%[activator]	4	12%	3%	-1	-30
Cc1cc(C)cc(Oc2ccc(N)cc2)c1
    1%	2%	9	1%	-14%	12	32
CC(=O)Oc1cccc(N2C(=O)c3ccc(C(=O)O)cc3C2=O)c1
    -1%	4%	-4	15%	-4%	-3	?
Cc1ccc(C)c(SCC(=O)c2ccc[nH]2)c1
    -2%	-21%	42*	-7%	-11%	56*	-35
Clc1cccc(OCCCN2CCCC2)c1Cl
    ?	-7%	-1	-10%	0%	-4	18
CSc1cccc(NS(=O)(=O)c2cn(C)cn2)c1
    -10%	-4%	-1	6%	8%	3	?
COc1ccc(Cn2c(=O)c3cccnc3n(Cc3ccc([N+](=O)[O-])cc3)c2=O)cc1
    -6%	-3%	6	2%	11%	18	25
CC(=O)N1c2ccc(S(=O)(=O)N3CCC(C(=O)Nc4cccc(F)c4)CC3)cc2CC1C (stereo not drawn)
    0%	-7%	-10	·	-2%	8	-61*
N#CCNC1CC(=O)N(c2ccc(F)cc2)C1=O (stereo not drawn)
    -13%	-20%	-4	2%	-5%	-1	-25
Cc1onc(-c2ccccc2)c1C(=O)NNC(=S)NC(=O)c1ccc(F)cc1
    3%	-43%	0	?	55%[activator]	50	8
CC12CCC(C(=O)NCc3ccccc3Cl)(CC1=O)C2(C)C (stereo not drawn)
    -3%	0%	1	3%	2%	2	4
CCN(CC)CCCN1C(=O)C2C(C(=O)Nc3ccc(C(C)C)cc3)C3C=CC2(O3)C1C(=O)NC1CCCCC1 (stereo not drawn)
    -14%	29%	-9	8%	-2%	27	43
COc1cccc(C(=O)CN2CCN(S(=O)(=O)c3ccc(Br)cc3)CC2)c1
    ?	-20%	-1	-9%	-5%	24	·
COc1ccc(-c2noc(CCC(=O)NCCN(C)Cc3ccccc3)n2)cc1
    4%	·	-2	6%	0%	9	-14
CCOc1ccc(NC(=O)C/C(C)=N/NC(=O)Cc2cccs2)cc1
    -2%	-19%	12	·	50%[activator]	3	35
O=C(NC1CCCC1)C1CCN(S(=O)(=O)c2cccc3cccnc23)CC1
    0%	0%	-4	5%	31%[activator]	-10	15
COc1cc2[nH]c(=S)n(C3CC3)c(=O)c2cc1OC
    -12%	-19%	-3	-5%	57%[activator]	-4	58
CC1=NN(c2nc(C)cc(C)n2)C(=O)C1CCC(C)C (stereo not drawn)
    6%	68%[activator]	0	-11%	28%	-21	3
CSc1nnc(NC(=O)c2ccc3c(c2)OCO3)s1
    -2%	1%	48*	-11%	-9%	69*	92
CCOc1ccc(C2C(C(C)=O)=C(O)C(=O)N2CCc2c[nH]c3ccccc23)cc1 (stereo not drawn)
    -9%	-27%	-2	-6%	1%	5	14
COc1ccc(N2CCN(C(=O)c3ccccc3)CC2)c([N+](=O)[O-])c1
    -2%	23%	-1	4%	?	-8	-19
CCOC(=O)CSc1nc(=O)n2cc(C)ccc2n1
    4%	-23%	17*	4%	-6%	33	-36
CN(CCOc1ccccc1)CC(=O)Nc1cccc(Br)c1
    -2%	10%	10	?	-9%	-8	37

# Going on with the list.
# Value order – AmpC inh detg	AmpC no deterg	CHX counter	FBPA Giardia inh	AMA1 RON2 block	Shiga inhibitor	HCMV inh
O=C(NCc1ccc2c(c1)OCO2)c1cccnc1
    ?	-1%	-4	15%	24%	12	49
N/C(Cc1nc(-c2ccc(Cl)cc2)cs1)=N/O
    -3%	-14%	41*	5%	-5%	40*	7
COc1ccc(C)c2sc(N(CCN(C)C)C(=O)c3ccc4ccccc4c3)nc12
    -13%	56%	-4	-21%	-14%	-6	-36
CCOC(=O)N/N=C(\C)c1ccc(-n2cnnn2)cc1
    ?	-18%	5	1%	6%	2	-2
COC(=O)CNC(=O)C(C)NC(=O)OCc1ccccc1 (stereo not drawn)
    ?	-14%	8	0%	12%	18	60
Cc1cs/c(=N\N=C2CCCCC2)n1Cc1ccco1
    ?	-14%[11.4 µM]	34*	3%	-51%	69*	-9
CCN(CC)CCC(c1ccc2c(c1)OCO2)c1c(OC)cc(OC)c2ccc(=O)oc12 (stereo not drawn)
    3%	21%	-6	-2%	6%	-3	2
CCOC(=O)N1CCN(c2nc3ccccc3nc2C(C#N)S(=O)(=O)c2ccc(C)cc2)CC1 (stereo not drawn)
    -2%	-43%	1	-1%	6%	-5	-33
COc1ccc(/C=N/NC(=O)c2csc(-n3nc(C)cc3C(F)(F)F)n2)cc1
    -2%	2%	1	16%	8%	4	?
NC(=O)c1cccc2c1-c1ccccc1/C2=N/NC(N)=S
    -1%	-15%	-1	11µM*	64%[activator]	-5	-5
COc1ccccc1NC(=O)N(Cc1cccs1)Cc1cc2cc3c(cc2[nH]c1=O)OCO3
    -12%	-15%	-1	-3%	10%	5	12
CCCCNC(=O)NNC(=O)c1ccco1
    4%	-12%	-3	9%	-1%	-3	54
Cc1ccc(NC(=O)c2csnn2)c(C)c1
    2%	-14%	22*	2%	21%	32	-33
CN(CC(=O)Nc1ccc(Cl)c(C(F)(F)F)c1)C(=O)Cc1ccsc1
    -1%	-2%	·	·	-9%	·	-10
Cc1ccnc(SCc2cc(=O)c(OC(=O)c3ccc(Br)o3)co2)n1
    ?	-11%	-2	2%	-12%	-10	-28
CC(=O)c1ccc(NC(=O)CCCN2C(=O)COc3ccc(C)cc32)cc1
    ?	13%	12	-2%	7%	-1	20
CC1=NN(c2nc3ccccc3[nH]2)C(=O)C1Cc1ccccc1 (stereo not drawn)
    -14%	-39%	11	18µM*	-9%	19	·
